From PubChem
Epigenetic reg = regulators of epigenetic silencing causing reporter derepression in mouse cells | Potency, µM (titrated, usually from 53.9 µM), without a hit: at the top dose GFP activation, hits mostly activators | actives 0.2% (n = 280,000) | murine LDR cells, GFP reporter derepression, 30 h; also: potency is read from the fitted curve at half-maximal effect; % of control where 0% means no effect; nearly all actives have a fitted effect of over 60% in size
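Reporter derepression read as number of fluorescent GFP-positive objects, 20-120 um in size, counted by laser-scanning cytometer. Mouse LDR line with an epigenetically silenced CMV-GFP locus; compound incubation 30 h, 37 C.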
CBFb-RUNX1 inh = CBF-beta/RUNX1 interaction disruption; AID 1477; Potency, µM (doses to about 59.8 µM), inactives show at the highest dose activity, negative = inhibition, hits mostly inhibitors; AlphaScreen CBFb-His/RUNX1-biotin binding, biochemical; 230,000 tested, under 10 active; Q01196+Q13951; also: % of control where 0% means no effect
Target sequence (Q01196 whole entry, looked up): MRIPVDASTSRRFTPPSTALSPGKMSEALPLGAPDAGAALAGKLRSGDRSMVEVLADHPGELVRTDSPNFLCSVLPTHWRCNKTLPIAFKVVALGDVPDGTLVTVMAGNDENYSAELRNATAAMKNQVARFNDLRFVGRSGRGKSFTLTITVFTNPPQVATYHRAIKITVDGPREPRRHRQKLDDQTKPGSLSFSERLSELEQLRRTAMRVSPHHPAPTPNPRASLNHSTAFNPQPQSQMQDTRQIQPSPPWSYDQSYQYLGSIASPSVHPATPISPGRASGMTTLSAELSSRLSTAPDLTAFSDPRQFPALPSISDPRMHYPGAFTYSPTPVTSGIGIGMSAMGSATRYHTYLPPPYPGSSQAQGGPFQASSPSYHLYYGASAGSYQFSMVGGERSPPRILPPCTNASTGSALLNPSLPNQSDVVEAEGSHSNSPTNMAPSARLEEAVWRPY
Target sequence (Q13951 whole entry, looked up): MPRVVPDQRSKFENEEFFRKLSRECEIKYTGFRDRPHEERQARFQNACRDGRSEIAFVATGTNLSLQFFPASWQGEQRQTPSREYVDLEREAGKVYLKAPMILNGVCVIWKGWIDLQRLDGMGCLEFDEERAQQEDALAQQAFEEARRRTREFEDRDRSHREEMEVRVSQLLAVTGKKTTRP
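Interaction loss through any mechanism counts as activity. Pre-formed complex of His-CBF-beta and biotin-RUNX1 (30 nM apiece) is incubated with compound 15 min, then with 50 ng nickel and 50 ng streptavidin beads for 90 min before AlphaScreen detection.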
NPSR antagonist = antagonists of human neuropeptide S receptor cAMP signaling | Potency, µM (series often up to 38.3 µM), without a hit: at the top dose activity change, negative = inhibition, most hits filed as inhibitors | actives 1% (n = 220,000) | AID 1461 | CHO-NPSR cells, cAMP TR-FRET, antagonist mode | Q6W5P4; also: potency is read from the fitted curve at half-maximal effect; % is scaled to controls: 0 for no effect and ±100 for the full control effect; nearly all actives have a fitted effect of over 50% in size; many of its hits are not listed in these tables
GLA spleen mod = inhibitors or activators of human alpha-galactosidase in spleen homogenate; Potency, µM (series often up to 80 µM), for the others: at the highest dose activity change, negative = inhibition, most hits filed as inhibitors; AID 2107; human spleen homogenate, 4MU-alpha-Gal fluorescence, 40 min; actives 0.008% (n = 240,000);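 also: potency is read from the fitted curve at half-maximal effect; 0% = enzyme with vehicle and -100% = no enzyme basal signal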
Target sequence (P06280 32-429 limits assumed): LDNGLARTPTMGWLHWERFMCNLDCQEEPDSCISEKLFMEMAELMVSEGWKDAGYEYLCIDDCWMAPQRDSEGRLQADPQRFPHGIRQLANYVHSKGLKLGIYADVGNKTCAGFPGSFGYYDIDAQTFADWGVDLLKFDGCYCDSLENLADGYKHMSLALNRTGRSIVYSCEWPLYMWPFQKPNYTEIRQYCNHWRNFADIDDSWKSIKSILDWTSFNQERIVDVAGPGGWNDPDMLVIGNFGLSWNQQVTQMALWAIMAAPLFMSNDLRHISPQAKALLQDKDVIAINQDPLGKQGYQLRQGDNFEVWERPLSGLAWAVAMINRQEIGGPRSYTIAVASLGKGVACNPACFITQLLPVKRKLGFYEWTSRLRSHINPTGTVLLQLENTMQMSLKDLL
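Inhibition or activation of alpha-galactosidase in human spleen homogenate is scored by 4-MU fluorescence after 40 min at 37C, pH 5.0, with 1 mM substrate. AC50s come from concentration-response fitted to the Hill equation.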
LMNA splice mod = modulators of lamin A splicing | AID 1487 | Potency, µM (top dose mostly 46.1 µM), for inactives: at the top dose ratio change, negative = inhibition, actives largely listed as inhibitors | actives 0.01% (n = 200,000) | HeLa LMNA splicing GFP/RFP minigene ratio, 48 h; active = well fitted inhibition curve with a large enough effect in the signal ratio, with a control signal flat, not every such curve was filed as active; inconclusive = small, poorly fitted or top-dose-only effect, or effect the other way, or a change in a side signal; the % refers to the signal ratio; also: potency is read from the fitted curve at half-maximal effect; % is scaled to controls: 0 for no effect and ±100 for the full control effect
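S3 HeLa stable clones carrying a lamin A-EGFP splicing minigene plus DsRed2 were seeded at 600 cells/well in Opti-MEM with 2% FBS, pin-dosed and incubated 48 h at 37°C. Acumen cytometry (488 nm) gave the GFP/RFP total-intensity ratio.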
IMPase Li inh = cell-permeable IMPase inhibitors with lithium potentiation. CHO-M1 cells, IP1 TR-FRET (IP-One), carbachol + lithium. Potency, µM (top dose mostly 59.4 µM), for the others: top-dose activity, negative = IMPase inhibition, hits mostly inhibitors. actives 0.35% (n = 210,000). AID 1457;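 also: IP1 builds up when IMPase is blocked and the TR-FRET signal falls; potency is read from the fitted curve at half-maximal effect; plate controls were basal vehicle for no effect and high inhibitor control for full effect; nearly all actives have a fitted effect of over 50% in size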
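Test compounds were applied to CHO-M1 cells previously cultured for 16–30 h at 2000 per well. A small lithium amount accompanied them; after 30 min at 37C, IP1 was quantified by TR-FRET.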
KinaseGlo FLuc = counter-screen: inhibitors of Kinase-Glo firefly luciferase; actives 0.28% (n = 200,000); Q27757; Kinase-Glo luciferase, ATP luminescence, 8 min; Potency, µM (top dose mostly 38.3 µM), for the others: at the highest dose activity change, negative = inhibition, actives largely listed as inhibitors; also: potency is read from the fitted curve at half-maximal effect; % is scaled to controls: 0 for no effect and ±100 for the full control effect; nearly all actives have a fitted effect of over 60% in size
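Luminescence was the read-out, taken after 8-minute incubation at ambient temperature. Luciferase turned over luciferin with 10 uM ATP in imidazole pH 7.2 buffer containing KCl, MgCl2, Tween 20 and BSA.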
Active calls of the source: *; ? = inconclusive; / = not tested or not shown; & = joins results of further samples; [ ] = dose if it differs, or a comment. Unless noted, calls follow the shape of the dose curve; as a rule, active = well fitted curve in the direction sought with a large enough effect; inconclusive = small, poorly fitted or top-dose-only effect, or another doubt; inactive = no such curve, though single readings can be large; an effect the other way counts as inactive or inconclusive.

Compound,Epigenetic reg,IMPase Li inh,LMNA splice mod,CBFb-RUNX1 inh,KinaseGlo FLuc,GLA spleen mod,NPSR antagonist
CC(=O)N1c2ccccc2NC2=C(C(=O)CCC2)C1c1ccco1 (configuration not stated),0.0%,3%,/,-6%,0%,1%,-12%
CCOC(=O)c1[nH]c2ccc(OC)cc2c1NC(=O)CN1CCc2ccccc2C1,-2.3%,-3%[38.3 µM],-1%,-4%,4%,19%,-29%[46.1 µM]
O=C(Cc1c(F)cccc1Cl)Nc1ccncc1,-9.5%,12%[38.3 µM],-17%,10%,-3%,0%,-9%[46.1 µM]
COc1ccc(N2CCN(S(=O)(=O)c3cn(C)c(=O)n(C)c3=O)CC2)cc1,5.2%,/,/,12%,/,2%,8%
COc1ccc(S(=O)(=O)N2CCc3ccccc32)cc1NC(C)=O,0.3%[10.1 µM],-8%,?,0%,2%,9%,-6%
Cc1cccc(NC(=S)NCc2ccc3c(c2)OCO3)c1C,1.0%,10%,0%,-3%,0%,-1%,3%
CCOc1ccccc1-n1nnnc1SCC(=O)O,-1.7%,/,/,-3%,/,12%,3%
O=C(/C=C/c1ccccc1)NC(=S)NNS(=O)(=O)c1ccccc1,-1.1%,0%,2%[46 µM],11%,-1%,2%,-15%
CC(=O)Nc1ccc(S(=O)(=O)N2CCN(Cc3ccccc3[N+](=O)[O-])CC2)cc1,-2.3%,9%,/,0%,-1%,-3%,-10%
O=C1OC(Nc2ccc3ncccc3c2)c2ccccc21 (configuration not stated),-3.4%,0%,-2%,-5%,-8%,12%,-4%[46.1 µM]
CCCSc1nc(C)c2cc(C)cc(C)c2n1,-1.0%,11%[38.3 µM],-6%,-9%,-5%,10%,1%[46.1 µM]
CCOC(=O)C(CC)(CCC(=O)O)c1csc(N)n1 (configuration not stated),0.1%,9%[38.3 µM],7%,-1%,0%,1%,0%[46.1 µM]
Cc1nn(C)c(C)c1NC(=O)C12CC3CC(CC(C3)C1)C2,0.0%,-3%,5%,-11%,-2%,6%,11%
COC(=O)c1ccccc1NC(=O)CSc1nnc(C(CO)NC(=O)c2ccccc2)n1C (configuration not stated),1.8%,-1%[38.3 µM],-8%,-3%,-7%,12%,5%[46.1 µM]
Cc1ccc(S(=O)(=O)N(C)CC(=O)O/N=C(\N)c2cccc([N+](=O)[O-])c2)cc1,-2.5%,40%[activator][38.3 µM],?,?,0%,-1%,-23%[46.1 µM]
CCCS(=O)(=O)n1nc(-c2ccc(OC)cc2)cc1N,-0.5%,3%[38.3 µM],-3%,-2%,16%,0%,0%[46.1 µM]
Cc1c[n+](C)ccc1CC1C([N+](=O)[O-])=C[N-]c2ncnn21 (configuration not stated),-1.1%,3%,/,21%,7%,-6%,-4%
COc1ccc(-c2noc(-c3ccc4c(c3)OCO4)n2)cc1,-1.0%,?,-3%,2%,-6%,-2%,-8%[46.1 µM]
CCO[C@H]1OC(C(=O)NCc2ccccc2)=C[C@@H](c2ccccc2)[C@@H]1CCCO,-0.2%,-6%,/,8%,/,1%,-16%
CCN(CC)c1ccc(C2C3CCCCC3(O)CCN2CC(=O)N2CCCCC2)cc1 (configuration not stated),-0.5%,15%[38.3 µM],?,3%,6%,-6%,?
CCn1ncc(NC(=S)Nc2ccc3c(c2)OCO3)c1C(N)=O,-0.4%,2%,-22%[46 µM],-3%,-3%,-5%,9%
Cc1ccc(-c2cc(C(F)(F)F)n3ncc(C(=O)N4CCN(C)CC4)c3n2)cc1,3.8%,-14%[38.3 µM],1%,-9%,-8%,13%,-8%[46.1 µM]
COc1ccc(F)cc1S(=O)(=O)NC1CCCC1,-2.0%,25%[38.3 µM],2%,2%,-6%,-16%,-5%[46.1 µM]
CCCC(=O)NC(Nc1ccccc1F)C(Cl)(Cl)Cl (configuration not stated),-1.1%,11%[38.3 µM],11%,18%,-5%,6%,-15%[46.1 µM]
Cc1cc(-c2ccco2)n2c(nc3ccccc32)c1C#N,-1.1%,-2%[38.3 µM],-10%,6%,1%,-1%,-13%[46.1 µM]
O=C(CSc1nnc(SCc2ccccc2)s1)N/N=C/c1ccc(Cl)cc1Cl,0.0%,7%,-5%,0%,-1%,-1%,3%
NC(=O)c1cccnc1Sc1ccc(Cl)cc1,-1.3%,-2%,-6%,-3%,1%,3%,5%
Cc1ccccc1-n1c(C)c(C#N)c(=O)c(-[n+]2ccccc2)c1[S-],-1.5%,1%,2%[46 µM],2%,2%,7%,-2%
CCOc1cccc(C2c3c(oc4ccccc4c3=O)C(=O)N2c2ccccn2)c1 (configuration not stated),-4.1%,-1%,-2%,4%[2.36 µM],2%,0%,-17%
COc1ccc(/C=N/Nc2nonc2N)cc1OC,-3.0%,-2%,?,3%,-7%,7%,-13%[46.1 µM]

Other records
Compound,Epigenetic reg,IMPase Li inh,LMNA splice mod,CBFb-RUNX1 inh,KinaseGlo FLuc,GLA spleen mod,NPSR antagonist
O=C(CCCN1C(=O)c2ccccc2C1=O)Nc1ccc(S(=O)(=O)N2CCCCC2)cc1,-2.1%,52%[activator][38.3 µM],6%,2%,-1%,14%,-19%[46.1 µM]
COc1ccc(S(=O)(=O)N2CCOCC2)c(C)c1C,1.7%,3%,-5%,-2%,8%,-2%,?
C=CC[C@@H]1C=C[C@H](O/N=C(\C)CCN2CCc3nc(-c4ccccc4)c(-c4ccccc4)cc3C2)[C@H](CO)O1,1.1%[10.1 µM],/,/,-2%[13.1 µM],/,4%[17.5 µM],/
CCOc1ccc(CN2CCCC(CNC(=O)c3ccc(F)cc3)C2)cc1CO (configuration not stated),1.0%,14%,21%[46 µM],8%,-6%,1%,-6%
CCCOC(=O)C1=C(C)OC23OC(N)=C(C#N)C12C(=O)c1ccccc13 (configuration not stated),2.1%,16%,-9%,20%,0%,13%,-16%[46.1 µM]
CCOc1ccc(C)cc1S(=O)(=O)N1CCCCC1,-1.0%,15%[38.3 µM],7%,7%,-1%,-2%,-3%[46.1 µM]
O=S(=O)(Nc1ccc(Cc2ccncc2)cc1)N1CCCC1,0.0%,9%,-9%,9%,0%,-3%,-5%[46.1 µM]
Cc1cc(C)cc(Nc2ccc([N+](=O)[O-])nc2[N+](=O)[O-])c1,-1.1%,13%[38.3 µM],3%,-7%,-2%,-10%,12%[46.1 µM]
Cn1ncc([N+](=O)[O-])c1C(=O)Nc1ccc(C2CCCCC2)cc1,-0.2%,8%,-8%[9.22 µM],-3%,2%,-1%,-11%
O=C(Nc1ccc(-c2csc(Nc3ccccc3)n2)cc1)c1cc([N+](=O)[O-])cc(C(F)(F)F)c1,-0.2%,/,/,5%,/,5%,?
Cn1c(Cc2ccccc2)nnc1SCC(=O)Nc1ccc2c(c1)OCCO2,0.0%,5%[38.3 µM],-1%,1%,-5%,-8%,?
COc1ccccc1NC(=S)N(CCc1c(C)[nH]c2ccccc12)Cc1cccs1,-0.8%,50%[activator][38.3 µM],?,-13%,5%,-5%,-20%[46.1 µM]
CCc1c(C)nc(SCC(=O)N2CCCCC2CC)[nH]c1=O (configuration not stated),-1.6%,/,/,11%,/,18%,21%
CC1CN(C)C(C)c2c1oc1ccc([N+](=O)[O-])cc21 (configuration not stated),3.1%,11%,/,-1%,-7%,-6%,10%
COc1ccc(-n2c(Cc3cccn3C)nnc2SCC(=O)Nc2ccc(F)cc2F)cc1,0.0%,7%,-2%,-10%,3%,1%,-7%
COc1ccccc1C(=O)Nc1ccc2c(c1)OCO2,1.5%,-13%[38.3 µM],9%,1%,-29%,5%,-13%[46.1 µM]
COc1ccc(NC(=O)CCS(=O)(=O)c2cccc3nonc23)c(OC)c1,0.9%,13%[38.3 µM],-1%,1%,2%,-3%,-9%[46.1 µM]
COc1ccc(N2C(=O)CCC(C(=O)NCc3cccnc3)C2c2ccc(OC)c(OC)c2)cc1 (configuration not stated),4.1%,20%[38.3 µM],-2%,-5%,7%,3%,-9%[46.1 µM]
N#CCC(=O)Nc1ccc(C(F)(F)F)cc1N1CCOCC1,0.0%,-9%,/,-8%,5%,-7%,3%
CCOC(=O)c1ccc(CSc2n[nH]c(C)n2)o1,0.7%,3%[38.3 µM],6%,1%,-6%,-2%,-14%[46.1 µM]
CNC(=O)c1nnsc1S(=O)(=O)c1ccc(Cl)cc1,2.1%,26%,?,-3%,-3%,5%,?
Cn1nc(C(F)(F)F)c(C(=O)Nc2ccc(Cl)cc2)c1Cl,-1.6%,-4%[38.3 µM],-3%,2%,2%,0%,-7%[46.1 µM]
CC(=O)N1N=C(c2ccc(C)o2)CC1c1ccc(Br)cc1 (configuration not stated),-1.1%,6%[38.3 µM],8%,0%,-1%,-1%,-13%[46.1 µM]
COc1ccccc1NC(=O)c1ccc(NS(=O)(=O)c2cccc3cccnc23)cc1,4.6%,0%,4%,2%,4%,-22%,-10%
CCn1c(C)c(C(C)=O)c(N2CCCCC2)nc1=S,0.0%,9%[38.3 µM],-9%,9%,-1%,-4%,-6%[46.1 µM]
O=C(NCc1ccccc1)c1ccc(-c2ccccc2C(F)(F)F)o1,-2.1%&1.7%,3%&1%,-8%,26%[89.1 µM],3%[39.9 µM],-1%[119 µM],?
COc1ccc(Cl)cc1C(=O)Nc1ccc(NC(=O)c2ccco2)cc1,2.9%,16%[38.3 µM],-5%,-5%,-2%,16%,-2%[46.1 µM]
O=C(Nc1ccccc1)c1cccc(S(=O)(=O)N2CCCCC2)c1,-2.3%,11%[38.3 µM],-1%,3%,-2%,-5%,-4%[46.1 µM]
CCOC(=O)c1c(-c2ccc(-c3ccccc3)cc2)csc1NC(=O)c1cccc(N2C(=O)CCC2=O)c1,1.0%,-2%,-4%,4%,0%,-5%,-2%
COc1ccc2nc(SCC(=O)N3CCCCCC3)c(C#N)cc2c1,-1.5%,-7%[38.3 µM],?,4%,-2%,-19%,?
CNc1ccc(/C=C2\CSc3ccccc3C2=O)cc1[N+](=O)[O-],1.1%,4%,/,1%,-21%,-2%,-17%
Brc1cc(Br)c(Oc2cc(Br)c(Br)cc2Br)cc1Br,/,-8%,/,-3%[21.7 µM],/,-11%,/

Only part of the results is shown (hit frequency here may not be typical).
